Source: PubChem BioAssay (University of Glasgow)
HCT116 survival: survival after telomere uncapping, modulators, primary screen, cell-based (AID 1259312); fold change at 10 µM; actives 4.5% (n = 4,500); HCT116 + Ad-hTR-mut, survival, MTT, 5 d; hits give high values;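 active means cell survival measured by absorbance rises more than 2.5-fold over infected cells without compound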;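 further: virus expresses mutant telomerase RNA that uncaps telomeres and kills cells; compound added 2 days after infection so exposure lasts 3 days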
An asterisk follows results filed as active. Not all compounds are listed; count on the stated rates, not on these rows.

SMILES | HCT116 survival
O=C1C(Cl)=C(Cl)C(=O)N1c1ccc(Cl)cc1Cl | 1
O=C(CCl)Nc1ncccn1 | -2.2
O=C(CBr)c1cc2ccccc2oc1=O | 1.2
CN1C2C=C3[C@H](C1CC2)[C@@H](c1ccc(Cl)cc1)C(C#N)=C(N)C3(C#N)C#N (some centres undefined) | 1.4
O=[N+]([O-])c1ccc(N2CCNCC2)cc1NC1CC1 | -1.4
O=[N+]([O-])c1ccc(N2CCOCC2)cc1Cl | 4.6*
Cc1nc2ccccc2c(=O)n1-c1ccccn1 | 1.1
CN(C)[C@@H]1C(=O)C(C(N)=O)=C(O)[C@@]2(O)C(=O)C3=C(O)c4c(O)cccc4[C@@](C)(O)[C@H]3[C@H](O)[C@@H]12 | -1.8

Six entries picked at random from those above, as already listed:
SMILES | HCT116 survival
O=C1C(Cl)=C(Cl)C(=O)N1c1ccc(Cl)cc1Cl | 1
O=[N+]([O-])c1ccc(N2CCOCC2)cc1Cl | 4.6*
O=C(CBr)c1cc2ccccc2oc1=O | 1.2
CN1C2C=C3[C@H](C1CC2)[C@@H](c1ccc(Cl)cc1)C(C#N)=C(N)C3(C#N)C#N (some centres undefined) | 1.4
O=[N+]([O-])c1ccc(N2CCNCC2)cc1NC1CC1 | -1.4
O=C(CCl)Nc1ncccn1 | -2.2

Continued.
SMILES | HCT116 survival
CN1CCc2cc3c(cc2[C@H]1[C@@H]1OC(=O)c2c1ccc1c2OCO1)OCO3 | 1.9
Nc1ccc(OC(F)(F)Cl)cc1 | 1.1
CCSc1sc(CC)cc1C=C(C#N)C#N | -1.2
CC(=O)OCC1=C(C(=O)O)N2C(=O)C(N)C2SC1 (centres undefined) | -1.4
N#CC(C#N)=Cc1ccc(N2CCOCC2)o1 | -1.1
